# Bioassay records deposited in PubChem BioAssay by several laboratories.
# HIV fusion peptide: cell-free HIV fusion peptide-binding blockers – biochemical, uHTS, fluorescence dequenching, primary screen (AID 1986); cell-free peptide binding, fluorescence dequenching, 30 min; higher % means a stronger effect; one-dose inhibition, % at 20 µM; IC50 in µM for titrated hits; 290,000 compounds, 0.3% hits; in the data active = inhibition mostly above about 52%, no sharp cut-off; inactive = mostly below about 76%; also: some results filed as inactive read as strong as hits
# GPR35 antagonists: GPR35 antagonists blocking zaprinast-driven arrestin recruitment, primary screen, imaging, U2OS, beta-arrestin-GFP, zaprinast agonist (AID 2058); U2OS GPR35 beta-arrestin-GFP translocation imaging, zaprinast antagonism; higher % means a stronger effect; inhibition, % at 10 µM, or IC50 in µM where a hit was titrated; 290,000 compounds, 0.052% hits;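 active = inhibition of at least 50% with at least 30 cells and total cytoplasm GFP at most 10,000,000; inconclusive = under 30 cells or total GFP of 10,000,000 plus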
# HEK293 NOD2/NF-kB: inhibition of NOD2-driven NF-kB reporter – cell-based, luminescence, uHTS, HEK293 (AID 1566) | HEK293 NOD2/NF-kB luciferase reporter, luminescence; higher % means a stronger effect | inhibition, % at 4 µM; hits with a dose series show EC50 in µM | 290,000 compounds, 0.63% hits; also: many of its hits are not listed in these tables
# GPR55 beta-arrestin: selective activators of receptor GPR55 – imaging, U2OS cells, beta-arrestin-GFP redistribution, primary screen (AID 1961); U2OS GPR55 beta-arrestin-GFP redistribution imaging; higher % means a stronger effect; activation, % at 10 µM; hits with a dose series show EC50 in µM; 290,000 compounds, 0.048% hits;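 active = activation above 40% with more than 50 cells counted in the well; inconclusive = wells holding fewer than 50 cells, flagged as toxic or sparse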;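 also: U2OS osteosarcoma cells stably expressing GPR55 and beta-arrestin-GFP; plate controls were DMSO negative control for no effect and LPI positive control for full effect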
# Myeloid diff 2: promotes myeloid progenitor differentiation | ER-HoxA9 myeloid progenitors, lysozyme-GFP differentiation, flow cytometry | calls only at 10 µM | 360,000 compounds, 1% hits;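 active = normalized GFP-positive differentiation at or above the plate's own cutoff, the solvent-only control mean plus 3 SD; inconclusive = no clear call, values can overlap the other calls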;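 also: cells exposed to compound for four days before flow analysis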
# NOD1 inhibition: inhibition of NOD1-driven NF-kB reporter – cell-based, luminescence, uHTS, primary screen (AID 1578). NOD1-driven NF-kB luciferase reporter cells, luminescence; higher % means a stronger effect. inhibition, % at 4 µM, or EC50 in µM where a hit was titrated. 290,000 compounds, 1% hits; in the data active = inhibition mostly above about 36%, no sharp cut-off; inactive = mostly below about 34%;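 also: HEK-293T reporter cells stimulated with the NOD1 agonist gamma-tri-DAP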
# KOR beta-arrestin-1: KOR agonists, beta-arrestin recruitment, primary screen, cell-based, luminescence, uHTS (AID 1777); KOR beta-arrestin recruitment, luminescence; higher % means a stronger effect; one-dose activation, % at 10 µM; EC50 in µM for titrated hits; 280,000 compounds, 0.02% hits; in the data active = activation above about 50%, passing the limit was not always enough; also: a part of the inactive calls stands beside numbers as strong as those of hits
# GPR55 antagonists: inhibition of LPI-stimulated GPR55 beta-arrestin translocation – imaging, U2OS, beta-arrestin-GFP, LPI agonist, primary screen (AID 2013); U2OS GPR55 beta-arrestin-GFP translocation imaging, LPI antagonism; higher % means a stronger effect; one-dose inhibition, % at 10 µM; IC50 in µM for titrated hits; 290,000 compounds, 0.13% hits;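 active = spots per cell inhibited over 60%, with over 100 cells counted and total cytoplasm intensity under 500,000; inconclusive = wells with under 100 cells, flagged as likely toxic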;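 also: U2OS cells stably carrying GPR55 and arrestin-GFP stimulated by 5 µM LPI near EC80; imaged beta-arrestin-GFP aggregate spots per cell after agonist stimulation; plate controls were LPI-stimulated DMSO wells for no effect and DMSO wells without LPI for full effect; some results filed as inactive read as strong as hits; confirmed hits need IC50 under 10 µM and bright autofluorescent wells are also inconclusive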
# KOR beta-arrestin-2: kappa opioid receptor blockers – cell-based, luminescence, uHTS (AID 1778); KOR beta-arrestin recruitment, luminescence, antagonist mode; higher % means a stronger effect; inhibition, % at 10 µM, or IC50 in µM where a hit was titrated; 290,000 compounds, 0.091% hits; also: strong numbers were not always called active
# Myeloid diff 2 GFP+ MAC1+ %: recorded beside Myeloid diff 2, whose call it bears; GFP+ MAC1+ double positive, %; measured here: differentiation confirmed by MAC1 staining
# An asterisk follows results filed as active; i = inactive; ? = inconclusive; nt = not tested or not shown; + = active, no number; [ ] = dose if it differs, or a comment. Rule as the data show it, unless noted: active = inhibition above about 50%; inactive = the rest.
SMILES,HIV fusion peptide,GPR35 antagonists,HEK293 NOD2/NF-kB,GPR55 beta-arrestin,Myeloid diff 2,Myeloid diff 2 GFP+ MAC1+ %,NOD1 inhibition,KOR beta-arrestin-1,GPR55 antagonists,KOR beta-arrestin-2
COC(=O)c1c(N)n(CCCN2CCOCC2)c2nc3ccccc3nc12,1.3%,19%,-2%,-0.1%,i,1.2,-1%,2.7%,-2%,-24%
COc1ccccc1NC(=O)N(CCN1CCOCC1)Cc1cc2cc(C)cc(C)c2[nH]c1=O,-0.4%,-2%,10%,0.2%,i,0.3,-20%,-4.8%,-2%,1%
CC(=O)Nc1ccc(NC(=O)CNC(=O)COc2ccccc2)cc1,-0.7%,7%,-11%,-0.1%,i,0.0,-30%,1.6%,-5%,-51%[20 µM]
N#CCCN1CCn2c1nc1ccccc12,-0.8%,12%,14%,-0.1%,i,0.6,14%,nt,-29%,nt
O=C(Nc1ccc2c(c1)OCO2)C1CC(c2cccc(Br)c2)=NO1 (centres undefined),-0.4%,0%,-3%,-0.1%,i,0.6,-10%,-2.5%,-2%,-41%[20 µM]
COc1cccc(-n2nnnc2SCC(=O)NC2CCCCC2)c1,0.2%,-4%,-4%,0.2%,i,0.7,-9%,-3.0%,8%,6%
CCCC(C)C(=O)Nc1cccc(NC(C)=O)c1 (centres undefined),0.0%,14%,15%,6.7%,i,1.2,-19%,nt,4%,20%
CS(=O)(=O)c1ncc(Cl)c(C(=O)Nc2ccc(N3CCOCC3)cc2)n1,-2.7%,-3%,21%,0.2%,nt,nt,49%,-4.6%,3%,21%
COc1cccc(-c2nc(=S)c3c(o2)CCCC3)c1,1.2%,2%,-120%,-0.2%,i,0.5,-30%,-3.5%,-6%,-7%
CCOC(=O)c1c(C)n(CC(O)CN(C)C)c2cc(Br)c(OC)cc12 (centres undefined),1.7%,18%,-10%,0.2%,i,0.8,-37%,-1.1%,-10%,15%[20 µM]
Cc1cc(C)n2nc(C(=O)OCC(=O)Nc3ccc4c(c3)OCO4)nc2n1,-1.3%,-5%,-5%,-0.1%,i,0.3,-6%,-6.3%,0%,-18%
Cc1c(-c2nc(-c3ccc(C(F)(F)F)cc3)no2)n(C)oc1=O,-1.3%,-10%,-51%,-0.2%,i,0.6,-3%,3.7%,-4%,22%
Cc1cccc(NC(=O)Nc2ccc([N+](=O)[O-])cc2)n1,-0.7%,-4%,-114%,0.6%,nt,nt,-28%,-5.8%,6%,5%
Cc1ccc(C(=O)Nc2ccccc2C(=O)NCc2ccccc2)cc1,0.8%,-6%,-4%,-0.2%,i,0.4,-24%,-2.4%,10%,15%
CC[C@H](C)[C@@H](CN[C@H](C)CNC)NCCC(c1ccccc1)c1ccccc1,1.8%,9%,-13%,0.2%,i,2.4,-20%,-0.3%,19%,10%[20 µM]
CCOc1ccc(C(=O)NCC(=O)NC(C)c2ccc(-n3ccnc3)cc2)cc1OCC (centres undefined),0.0%,-5%,8%,0.3%,i,1.4,-34%,-2.1%,12%,9%
O=C(Nc1cccc(Cl)c1)C1CCCN(c2cnccn2)C1 (centres undefined),-0.7%,0%,20%,0.3%,i,0.9,5%,0.1%,5%,4%
COc1ccc2oc(C(=O)OC/C(O)=C(\C#N)c3nc4ccccc4[nH]3)c(C)c2c1,3.5%,-1%,7%,0.0%,i,0.3,4%,-2.5%,4%,14%
C[N+](C)(CC#Cc1ccccc1)CC(=O)c1ccccc1,-1.5%,6%,16%,0.5%,i,1.0,2%,0.0%,3%,24%
CC(NCc1ccc(S(N)(=O)=O)cc1)C(=O)Nc1ccc([N+](=O)[O-])cc1Cl (centres undefined),0.1%,-17%,-14%,0.1%,i,0.3,-16%,-1.8%,1%,-21%
Cc1ccsc1C1CC(=O)Nc2ccccc2S1 (centres undefined),-0.4%,12%,4%,-0.2%,+,1.6*,5%,0.0%,-3%,22%
O=C1[C@@H]2Cc3c([nH]c4ccccc34)C(c3cccc([N+](=O)[O-])c3)N2C(=O)CN1CCCO (some centres undefined),-2.0%,-10%,3%,-0.2%,i,0.5,0%,0.5%,7%,30%
CCc1ccc(S(=O)(=O)/N=C2/C=C(Sc3ncn[nH]3)C(=O)c3ccccc32)cc1,13%,-5%,11%,-0.3%,i,0.8,10%,17%,6%,-105%
Cc1ccccc1N1C(=O)CC(Sc2nnc(-c3ccccc3)o2)C1=O (centres undefined),3.3%,8%,7%,-0.1%,i,0.7,23%,4.1%,9%,-9%
COc1ccc(/C=C/C(=O)OCC(=O)Nc2ccc(Cl)cn2)cc1,-0.3%,-5%,7%,-0.3%,i,0.2,-38%,-1.4%,-10%,-4%

# Whole records, looked up by structure. Order of screens: HIV fusion peptide	GPR35 antagonists	HEK293 NOD2/NF-kB	GPR55 beta-arrestin	Myeloid diff 2	Myeloid diff 2 GFP+ MAC1+ %	NOD1 inhibition	KOR beta-arrestin-1	GPR55 antagonists	KOR beta-arrestin-2
# Cc1ccsc1C1CC(=O)Nc2ccccc2S1 (centres undefined) in the list: -0.4%	12%	4%	-0.2%	+	1.6*	5%	0.0%	-3%	22%
# CC(=O)Nc1ccc(NC(=O)CNC(=O)COc2ccccc2)cc1 in the list: -0.7%	7%	-11%	-0.1%	i	0.0	-30%	1.6%	-5%	-51%[20 µM]
# COC(=O)c1c(N)n(CCCN2CCOCC2)c2nc3ccccc3nc12 in the list: 1.3%	19%	-2%	-0.1%	i	1.2	-1%	2.7%	-2%	-24%
# C[N+](C)(CC#Cc1ccccc1)CC(=O)c1ccccc1 in the list: -1.5%	6%	16%	0.5%	i	1.0	2%	0.0%	3%	24%
# N#CCCN1CCn2c1nc1ccccc12 in the list: -0.8%	12%	14%	-0.1%	i	0.6	14%	nt	-29%	nt

# (continued)
SMILES,HIV fusion peptide,GPR35 antagonists,HEK293 NOD2/NF-kB,GPR55 beta-arrestin,Myeloid diff 2,Myeloid diff 2 GFP+ MAC1+ %,NOD1 inhibition,KOR beta-arrestin-1,GPR55 antagonists,KOR beta-arrestin-2
Cc1cc(C(F)F)nn1CC(=O)NC1CCCCCC1,0.3%,-3%,-10%,-0.1%,i,3.8,-16%,-2.8%,3%,0%
Cc1n[nH]c(C)c1CCCCOc1ccccc1[N+](=O)[O-],-1.4%,-6%,22%,0.2%,i,0.4,36%,-2.1%,-2%,-10%[20 µM]
Cc1ccnc(N2C(=O)c3ccc([N+](=O)[O-])cc3C2=O)c1,2.5%,5%,-4%,0.4%,i,0.8,-27%,-1.4%,8%,15%
Cc1ccc(S(=O)(=O)c2nc(S(C)(=O)=O)sc2N2CCC(C(N)=O)CC2)cc1,-0.9%,-10%,14%,-0.1%,i,1.1,-12%,1.0%,11%,12%
CCOC(=O)c1cc(-c2cccs2)[nH]n1,-2.5%,5%,-23%,-0.3%,i,0.4,-9%,-4.0%,6%,21%
COc1ccccc1CNC(=S)Nc1ccc(S(N)(=O)=O)cc1,-0.8%,7%,26%,0.0%,i,0.3,5%,-5.4%,8%,-2%
COCC(C)OC(=O)c1c(N)n(CC(C)C)c2nc3ccccc3nc12 (centres undefined),1.5%,-4%,-20%,-0.1%,i,0.7,-23%,3.6%,-8%,-4%
CCOC(=O)c1nnn(CC(=O)NC(=O)Nc2ccc(F)cc2)c1C(=O)OCC,3.1%,3%,9%,-0.2%,i,0.7,-37%,-2.0%,11%,-16%
Cc1cnc(NS(=O)(=O)c2ccccc2)c(C)n1,1.0%,12%,7%,-0.1%,i,0.7,-2%,-5.4%,5%,5%
O=C(O)CCC(=O)Nc1ccc(N2CCCCC2)c(C(=O)O)c1,0.8%,6%,6%,-0.1%,i,1.0,-20%,8.0%,9%,-23%
N#Cc1c(N)nc(SCc2ccccc2)c(C#N)c1-c1ccco1,0.4%,-4%,12%,0.3%,i,4.2,10%,1.1%,8%,-21%
O=C(CCN1C(=O)/C(=C/c2ccccc2Cl)SC1=S)N1CCCC1,-3.4%,3%,-2%,-0.1%,?,nt,16%,4.8%,-1%,-16%
O=S(=O)(Nc1nc2ccccc2nc1NCC1CCCO1)c1ccc(F)cc1 (centres undefined),3.9%,-3%,24%,-0.1%,i,0.2,8%,0.7%,14%,-9%
CCC1Sc2ccc(S(=O)(=O)CCC(=O)Nc3c(Cl)cc(OC)cc3OC)cc2NC1=O (centres undefined),-1.5%,26%,15%,0.2%,i,4.7,-5%,-0.1%,5%,-14%
C/C(=N\NC(=O)c1ccccn1)c1ccc(C(=O)O)s1,-1.7%,1%,-30%,0.2%,nt,nt,7%,-1.0%,6%,-49%[20 µM]
CC1C2CC(C/C2=N/NC(=O)c2cccs2)C1(C)C (centres undefined),-1.0%,-7%,23%,0.2%,i,0.2,21%,0.7%,12%,-14%
CCCCOc1cccc(C(=O)Nc2ccc(NC(=O)c3ccco3)cc2)c1,0.4%,3%,4%,0.3%,i,1.9,-40%,2.5%,-10%,-1%
Cc1ccc(C(=O)NC2CC(C)(C)NC(C)(C)C2)cc1,-1.2%,4%,8%,-0.1%,i,0.4,-3%,-7.7%,9%,-44%[20 µM]
COC(=O)c1cccc(NC(=O)CSc2nnc(C)n2Cc2ccccc2)c1,-0.6%,3%,16%,0.4%,i,0.7,15%,-1.6%,7%,-22%

# Part of the list above, limited to Myeloid diff 2, GPR55 antagonists and KOR beta-arrestin-1:
SMILES	Myeloid diff 2	GPR55 antagonists	KOR beta-arrestin-1
Cc1ccnc(N2C(=O)c3ccc([N+](=O)[O-])cc3C2=O)c1	i	8%	-1.4%
Cc1ccc(S(=O)(=O)c2nc(S(C)(=O)=O)sc2N2CCC(C(N)=O)CC2)cc1	i	11%	1.0%

# This is a subset. The share of hits here may be higher or lower than overall.
